Bioassay records as filed in PubChem BioAssay.
KCNK3 block = human KCNK3 channel inhibitors, primary screen, CHO cells, FluxOR thallium flux, B-score; Potassium channel subfamily K member 3 (Homo sapiens), O14649; FluxOR fluorescence; active compounds read low; B-score at 10 µM; 0.84% of 340,000 active; AID 602410, 2012;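 active means B-score under library mean minus 4 SD, starting fluorescence ratio at most library mean plus 5 SD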;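 further: more negative B-score means stronger inhibition of thallium flux through KCNK3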
Target sequence (O14649 whole entry, looked up): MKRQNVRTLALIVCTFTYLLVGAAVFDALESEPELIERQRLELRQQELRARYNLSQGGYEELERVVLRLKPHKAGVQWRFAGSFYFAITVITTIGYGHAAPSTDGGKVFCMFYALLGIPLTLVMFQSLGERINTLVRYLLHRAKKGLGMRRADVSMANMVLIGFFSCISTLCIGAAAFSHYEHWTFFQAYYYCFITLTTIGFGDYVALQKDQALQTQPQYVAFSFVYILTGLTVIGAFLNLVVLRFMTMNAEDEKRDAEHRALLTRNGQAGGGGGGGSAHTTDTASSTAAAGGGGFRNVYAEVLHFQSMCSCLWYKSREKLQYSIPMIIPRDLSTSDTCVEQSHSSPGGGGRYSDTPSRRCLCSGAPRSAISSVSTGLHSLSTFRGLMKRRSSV
TMEM16A act = TMEM16A chloride channel activators or potentiators, primary screen, cell-based, HTS. Anoctamin-1 (Mus musculus), Q8BHY3. B-score at 10 µM. HEK293 TMEM16A/YFP-H148Q/I152L, iodide quench fluorescence; active compounds read low. AID 623877, 2012. 0.3% of 340,000 active;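 active means fluorescence-ratio B-score plate-corrected deviation score at least 3 library SD below zero, with starting fluorescence score within 5 deviations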;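 further: channel opened by trigger with iodide after compound preincubation; score built on the fluorescence ratio of max minus min over baseline; more negative score means more quench and so TMEM16A activation or potentiation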
The depositor's hits bear a star; i = inactive.

| Compound | KCNK3 block | TMEM16A act |
| --- | --- | --- |
| CCN(c1ccccc1)S(=O)(=O)c1ccc(OC)c(NC(=O)c2c(C)noc2C)c1 | i | i |
| CCOc1ccc(S(=O)(=O)NCCC(=O)NCC2COc3ccccc3O2)cc1 (configuration not stated) | i | i |
| CCCn1c(SCC(=O)NC2CCC(C)CC2)n[nH]c1=O (configuration not stated) | i | i |
| CC1Cc2ccccc2N1S(=O)(=O)c1cccc(C(=O)NCC(c2ccco2)N2CCCC2)c1 (configuration not stated) | i | i |
| CC1CCc2c(sc(NC(=O)C3=COCCO3)c2C(N)=O)C1 (configuration not stated) | i | i |
| O=C(COC(=O)c1ccccc1F)NC1CC1 | i | i |
| CC1CCC2(CC1)NC(=O)N(CC(=O)N1CCOCC1)C2=O (configuration not stated) | i | i |
| O=C(C1=CC=CN2CCS(=O)(=O)N=C12)N1CCN(c2cccc(Cl)c2)CC1 | i | i |

Brought forward from above: four entries, followed by the next part.
| Compound | KCNK3 block | TMEM16A act |
| --- | --- | --- |
| CC1CCc2c(sc(NC(=O)C3=COCCO3)c2C(N)=O)C1 (configuration not stated) | i | i |
| O=C(COC(=O)c1ccccc1F)NC1CC1 | i | i |
| CC1CCC2(CC1)NC(=O)N(CC(=O)N1CCOCC1)C2=O (configuration not stated) | i | i |
| O=C(C1=CC=CN2CCS(=O)(=O)N=C12)N1CCN(c2cccc(Cl)c2)CC1 | i | i |
| O=C(CC1SC(N2CCCC2)=NC1=O)Nc1ccc(C(=O)NCCOc2ccccc2F)cc1 (configuration not stated) | i | i |
| C[C@H](CO)N1C[C@H](C)[C@@H](CN(C)C(=O)Nc2ccc3c(c2)OCO3)Oc2ccc(NS(=O)(=O)c3cn(C)cn3)cc2C1=O | i | i |
| O=C(COC(=O)/C=C/c1ccc(Br)o1)NC1CCCCC1 | i | i |
| CCOC(=O)/C=C/[C@H]1CCc2cccc(C)c2O1 | i | i |
| COc1ccc(C(=O)NCCc2c[nH]c3ccccc23)cc1S(=O)(=O)N1CCCCC1C (configuration not stated) | i | i |
| O=C(NNC(=O)c1ccccc1F)c1ccc(NS(=O)(=O)c2ccc(F)cc2)cc1 | i | i |
| O=C(NCCc1cccc(Cl)c1)c1cccc(-n2cnnn2)c1 | i | i |
| O=C(COC(=O)c1cccc(S(=O)(=O)NCc2ccccc2)c1)NC1CC1 | i | i |
| CC1CCC2(CC1)NC(=O)N(NC(=O)c1cc3ccccc3o1)C2=O (configuration not stated) | i | i |
| CC1CCN(C(=O)c2ccc(NC3=C(Cl)C(=O)N(Cc4ccccc4)C3=O)cc2)CC1 | i | i |
| O=C(NCC(c1ccco1)N1CCCCC1)c1cccs1 (configuration not stated) | i | i |
| Cc1cccc(C(=O)OCC(=O)NN2C(=O)NC3(CCCCC3)C2=O)c1 | i | i |
| Cc1cc([N+](=O)[O-])c2ccccc2c1NS(=O)(=O)c1ccccc1 | i | i |
| CC(=O)c1ccc(S(=O)(=O)Nc2ccc3c(c2)OCO3)cc1 | i | i |
| O=C1CCC[C@@H]2[C@@H](Cc3ccccc3)[C@H](N3CCN(c4ccccc4)CC3)C[C@@H]3CCN1[C@@H]32 | i | i |
| CC1(NC(=O)Cc2csc(-c3ccc(Cl)cc3)n2)CCS(=O)(=O)C1 (configuration not stated) | i | i |

In the list so far, two have an NH in an aromatic ring:
| Compound | KCNK3 block | TMEM16A act |
| --- | --- | --- |
| CCCn1c(SCC(=O)NC2CCC(C)CC2)n[nH]c1=O (configuration not stated) | i | i |
| COc1ccc(C(=O)NCCc2c[nH]c3ccccc23)cc1S(=O)(=O)N1CCCCC1C (configuration not stated) | i | i |

(list continues)
| Compound | KCNK3 block | TMEM16A act |
| --- | --- | --- |
| Cn1nc(C(=O)Nc2ccc(Cl)c(S(=O)(=O)N3CCOCC3)c2)c2ccccc2c1=O | i | i |
| Cc1cc(C)c(NC(=O)CCCn2c(=O)oc3ccccc32)c(C)c1 | i | i |
| COc1cc(OC)c(OC)cc1CNC(=O)c1cc(S(=O)(=O)N2CCOCC2)ccc1F | i | i |
| COc1ccc(C(=O)Nc2cccc(-c3csc(C)n3)c2)cc1S(=O)(=O)N1CCCC1 | i | i |
| Cc1ccc(NC(=O)CN(C)C(=O)c2ccc(Sc3nncn3C)c([N+](=O)[O-])c2)cc1 | i | i |
| CC(C)C1(C2CCCC2)NC(=O)NC1=O (configuration not stated) | i | i |
| O=C(COC(=O)c1ccco1)Nc1ccc([N+](=O)[O-])cc1Cl | i | -26* |
| Cc1cc(C(=O)NN=C2CC(=O)CC(C)(C)C2)c(C)o1 | i | i |
| CON(C)C(=O)CC(CNC(=O)OC(C)(C)C)c1ccc(Cl)cc1 (configuration not stated) | i | i |
| CCN(CC(=O)Nc1ccc2c(c1)OCCO2)C(=O)C(C)Oc1ccc(F)cc1 (configuration not stated) | i | i |
| CCn1cnnc1SCC(=O)Nc1ccccc1C(=O)NC1CC1 | i | i |
| Cc1ccsc1CN(C)C(=O)C(NC(=O)c1cccc(S(=O)(=O)N2CCOCC2)c1)C(C)C (configuration not stated) | i | i |
| COc1cc(C2c3cc4c(cc3OC(N3CCOCC3)C2C)OCO4)cc(OC)c1OC(C)=O (configuration not stated) | i | i |
| CCC1(CC)C(=O)NC(=O)NC1=S | i | i |
| O=C(CC1Sc2ccccc2NC1=O)NNc1ccc(F)cc1 (configuration not stated) | i | i |
| Cc1ccc(S(=O)(=O)N2CCOCC2)cc1NC(=O)COC(=O)c1cccc(Cl)c1Cl | i | i |

A draw from above in order of number of heavy atoms, highest first:
| Compound | KCNK3 block | TMEM16A act |
| --- | --- | --- |
| Cc1ccsc1CN(C)C(=O)C(NC(=O)c1cccc(S(=O)(=O)N2CCOCC2)c1)C(C)C (configuration not stated) | i | i |
| Cc1ccc(S(=O)(=O)N2CCOCC2)cc1NC(=O)COC(=O)c1cccc(Cl)c1Cl | i | i |
| CCN(CC(=O)Nc1ccc2c(c1)OCCO2)C(=O)C(C)Oc1ccc(F)cc1 (configuration not stated) | i | i |
| CON(C)C(=O)CC(CNC(=O)OC(C)(C)C)c1ccc(Cl)cc1 (configuration not stated) | i | i |
| O=C(COC(=O)c1ccco1)Nc1ccc([N+](=O)[O-])cc1Cl | i | -26* |
| Cc1cc(C(=O)NN=C2CC(=O)CC(C)(C)C2)c(C)o1 | i | i |
| CCC1(CC)C(=O)NC(=O)NC1=S | i | i |

Following part
| Compound | KCNK3 block | TMEM16A act |
| --- | --- | --- |
| CC(=O)Oc1ccc(C23c4ccccc4C2(OC(C)=O)c2cc(OC(C)=O)ccc23)cc1 (configuration not stated) | i | i |
| Cc1ccc(C2CC(=O)C(C=NCCN3CCN(CC(=O)Nc4cc(C)cc(C)c4)CC3)=C(O)C2)cc1 (configuration not stated) | i | i |
| O=[N+]([O-])c1ccc(/C=N/N=C/c2ccc([N+](=O)[O-])o2)o1 | i | i |
| COc1ccccc1-c1nn(-c2ccccc2)cc1C(=O)NCC(c1ccco1)N1CCCC1 (configuration not stated) | i | i |
| Cc1ccc(N2CC(C(=O)NNC(=O)c3ccc(F)cc3)CC2=O)cc1 (configuration not stated) | i | i |
| O=C(/C=C/c1ccc(S(=O)(=O)N2CCOCC2)cc1)Nc1cc(F)ccc1F | i | i |
| CC1=CC2=NC(=O)C(c3ccccc3)C(=O)N2C=C1 (configuration not stated) | i | i |
| Cc1ccc(C2/C(=C(\O)c3c(C)nc4c(C)cccn34)C(=O)C(=O)N2CCN(C)C)o1 (configuration not stated) | i | i |
| Cc1nc2nc(SCc3ccccc3)nn2c(C)c1C | i | i |
| CCCCn1c(SCC(=O)Nc2ccc3c(c2)OCCO3)nnc1C(CC)N(C)C (configuration not stated) | i | i |
| Cc1ccc(S(=O)(=O)N2CCOCC2)cc1C(=O)N1CCc2ccccc21 | i | i |
| COc1ccc(NC(=O)CNc2ccccc2N2CCCC2=O)cc1S(=O)(=O)N1CCOCC1 | i | i |
| COc1cc2sc(-c3ccc(S(C)(=O)=O)cc3)c(C(=O)NCCCCO)c2cc1OC | i | i |
| O=C(COC(=O)/C=C/c1ccc(Cl)cc1)NC1CCCC1 | i | i |
| Cc1noc(C)c1S(=O)(=O)NCc1cccc(Cl)c1 | -11* | i |
| O=C1CSC(=S)N1Nc1ccccc1 | i | i |
| CNC(C)C(=O)NC(C(=O)N1CCCC1C(=O)Nc1ccc2ncccc2c1)C(C)C (configuration not stated) | i | i |
| CCCCNC(=O)c1ccc(NC(=O)CC2SC(N3CCCC3)=NC2=O)cc1 (configuration not stated) | i | -26* |
| CC(NC(=O)CN1C(=O)NC2(CCc3ccccc32)C1=O)c1ccc2c(c1)OCCO2 (configuration not stated) | i | i |
| COc1cc2c(c(OC)c1OC)-c1ccc(SC)c(=O)cc1C(NC=O)CC2 (configuration not stated) | i | i |
| COc1cccc(C2(C)NC(=O)N(CC(=O)c3cc(C)n(C4CC4)c3C)C2=O)c1 (configuration not stated) | i | i |
| COc1ccccc1C(=O)NCC(=O)NCCCN1CCOCC1 | i | i |
| O=C(c1ccc2n[nH]nc2c1)N1CCN(c2ccc(C(F)(F)F)cn2)CC1 | i | i |
| O=C(CN1CCCSc2ccccc21)N1CCN(S(=O)(=O)c2ccccc2)CC1 | i | i |
| COc1ccc(NS(=O)(=O)c2cc(NC(=O)c3ccc(S(=O)(=O)N(C)C)cc3)ccc2N2CCOCC2)cc1 | i | i |
| CCc1ccccc1NC(=O)CN1CCN(C(=O)CN2C(=O)NC3(CCCCC3C)C2=O)CC1 (configuration not stated) | i | i |
| COC(=O)C1=CO[C@@H](O[C@@H]2O[C@H](CO)[C@@H](O)[C@H](O)[C@H]2O)C2C1C=C[C@@]2(O)CO (some centres not stated) | i | i |
| O=C1c2ccccc2[C@@H]2C[C@@H](O)[C@H](Nc3ccccc3Cl)CCN12 | i | i |
| CCCn1nc(C(=O)Nc2ccc3c(c2)OCCO3)c2ccccc2c1=O | i | i |
| CCN(C(=O)CSc1nnc(C)n1-c1cccc(C)c1)C1CCS(=O)(=O)C1 (configuration not stated) | i | i |
| CCC(C)(C)C1CCC2(CC1)NC(=O)N(CC(=O)NCCOc1ccccc1)C2=O (configuration not stated) | i | i |
| CCN(C(=O)COc1ncnc2ccccc12)C1CCCCC1 | i | i |

Other entries follow:
Second line of a record: KCNK3 block, TMEM16A act
- O=C1NC(=O)N(c2ccc(Cl)cc2)C(=O)/C1=C/c1ccc2c(c1)CCN2Cc1ccccc1Cl
 : i, i
- O=C(/C=C/c1ccccc1[N+](=O)[O-])Nc1cccc(S(=O)(=O)NC2=NCCCCC2)c1
 : i, i
- Cc1cccc(/C=C(\C(=O)O)c2ccc(S(=O)(=O)N3CCCC3)s2)c1
 : i, i
- NC(=N\N=CCc1ccccc1)/C(N)=N/N=CCc1ccccc1
 : i, i
- Cc1ccc(S(=O)(=O)N2CCC[C@H]2C(=O)Oc2ccccc2)cc1
 : i, i
- COc1cc(CC(=O)N2CCN(C(=O)C3CCCO3)CC2)cc(OC)c1OC (configuration not stated)
 : i, i
- CC1CCc2c(sc(NC(=O)c3noc4c3CCCC4)c2C(N)=O)C1 (configuration not stated)
 : i, i
- Cc1ccc(NC(=O)CCC(=O)N2CCC(c3ccccc3)=N2)cc1S(=O)(=O)N1CCCCC1
 : i, i
- O=C(c1ccccn1)N1CC=C(c2ccccc2)CC1
 : i, i
- CC(C)(C)c1ccc(C2(C)NC(=O)N(CC(=O)NC3CCS(=O)(=O)C3)C2=O)cc1 (configuration not stated)
 : i, i
- O=[N+]([O-])c1ccc(NS(=O)(=O)c2ccccc2)c(Cl)c1
 : i, i
- COc1cc(CC(=O)OCC(=O)NCc2ccco2)cc(OC)c1OC
 : i, i
- O=[N+]([O-])c1cccc(CP(=O)(c2ccccc2)c2ccccc2)c1
 : i, i
- Cc1c(C(=O)Nc2ccc3nc(N4CCOCC4)sc3c2)oc2ccccc12
 : i, i
- Cc1cc(C)n(CC(=O)NNC(=O)CC(C)c2ccccc2)n1 (configuration not stated)
 : i, i
- CCC/C(=C1/c2ccccc2C(=O)N1c1ccccc1)c1ccc(O[C@@H]2CCCCO2)cc1
 : i, i
- CN(Cc1ccccc1)C(=O)c1ccc(NC(=O)Cc2cccc(NC(=O)C3CCCN(C(=O)C4CCC4)C3)c2)cc1 (configuration not stated)
 : i, i
- CN(C)C(=S)N=c1ssc(=S)n1Cc1cccnc1
 : i, i
- O=C(CSc1nnc(-c2ccccc2F)o1)NC(=O)Cc1ccccc1
 : i, i
- C[n+]1cccc(C(=O)O)c1
 : i, i
- COC(=O)C1=CO[C@@H](O[C@@H]2O[C@H](CO)[C@@H](O)[C@H](O)[C@H]2O)[C@H]2[C@@H]1C(=O)C[C@@H]2C
 : i, i
- CC(=NNC(=O)c1cccc(S(=O)(=O)N2CCOCC2)c1)c1ccccc1
 : i, i
- CN(c1ccccc1)S(=O)(=O)c1ccc(C(=O)N2CCN(c3ccccc3Cl)CC2)cc1
 : i, i
- Cc1ccc(NC(=O)CCN2C(=O)NC3(CCCC3)C2=O)cc1S(=O)(=O)N1CCOCC1
 : i, i
- CCC(C)NC(=O)CSc1ccc(S(=O)(=O)N2CCN(Cc3ccccc3)CC2)cn1 (configuration not stated)
 : i, i
- N#Cc1c(SCC(=O)Nc2nc3ccccc3s2)sc2c(O)cc(=O)[nH]c12
 : i, i
- CC1CCCC(NC(=O)COC(=O)/C=C/c2ccco2)C1C (configuration not stated)
 : i, i
- NC(=O)c1ccc(SCC(=O)OCC(=O)NC2CCCCCCC2)c([N+](=O)[O-])c1
 : i, i
- CN(C(=O)COC(=O)CSCc1cccc(Cl)c1)c1c(N)n(Cc2ccccc2)c(=O)[nH]c1=O
 : i, i
- Cc1nnc2ccc(-c3ccc(NS(=O)(=O)c4ccc(Cl)s4)cc3)nn12
 : i, i
- Cc1ccccc1S(=O)(=O)/N=C(/Nc1nc2ccccc2s1)c1ccccc1
 : i, i

An excerpt. The share of hits here may be higher or lower than overall.
